VP16 counter – inhibits Gal4-VP16 luciferase reporter, ROR gamma counter-screen | AID 2546 | 3.5% of 310,000 active | Drosophila S2 Gal4-VP16 UAS-luciferase, luminescence, 20 h | Potency, µM (titrated, usually from 53.6 µM), for inactives: at the top dose activity, negative = inhibition, most hits filed as inhibitors;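 note: Gal4-VP16 expression switched on by copper sulfate through the metallothionein promoter; potency is the fitted concentration of half-maximal effect; % is set by controls: 0 for no effect and ±100 for the full control effect; nearly all actives have a fitted effect of over 50% in size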
Rab9 prom act – activators of Rab9 promoter; Potency, µM (titrated, usually from 9.22 µM), without a hit: top-dose activation, negative = inhibition, usual class: activators; AID 485297; 2.8% of 320,000 active; Huh7 Rab9 promoter-luciferase reporter, luminescence, 24 h; note: potency is the fitted concentration of half-maximal effect; % of control where 0% means no effect; nearly all actives have a fitted effect of over 60% in size
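Luminescence from Amplite-detected luciferase (10 minutes, ambient) reports Rab9 promoter activation. Before that, stable Rab9-luciferase Huh7 cells (1500/well, reduced-serum OP-MEM I plus 10% FBS) were exposed to compound for 24 hours at 37C.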
NPC1 promoter act – NPC1 promoter activation. Huh7 NPC1 promoter luciferase reporter, 24 h. Potency, µM (series often up to 9.22 µM), without a hit: top-dose activation, actives largely listed as activators. 2.4% of 320,000 active;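 note: potency is the fitted concentration of half-maximal effect; % of control where 0% means no effect; nearly all actives have a fitted effect of over 60% in size; reporter is driven by a mutant NPC1 promoter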
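Luminescence from an NPC1 promoter-driven luciferase reporter in stably transfected Huh7 cells was measured after 24 h compound treatment at 37 °C, followed by 10 min ambient incubation with luciferase detection reagent.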
Mito fusion act – inhibitors of mitochondrial division or activators of mitochondrial fusion; AID 485298; 0.23% of 320,000 active; Potency, µM (doses to about 46.1 µM), without a hit: at the highest dose growth rescue (activation), most hits filed as activators; S. cerevisiae fusion-defective mutant growth rescue, CellTiterGlo 48 h;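 note: potency is the fitted concentration of half-maximal effect; % of control where 0% means no effect; nearly all actives have a fitted effect of over 45% in size; temperature-sensitive fusion mutants such as fzo1-1 at 37 °C on non-fermentable ethanol glycerol medium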
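S. cerevisiae fusion-defective temperature-sensitive mutants (e.g. fzo1-1, mgm1-5) grown 48 h at 37C in YPEG (ethanol/glycerol non-fermentable) medium with 23 nl compound per well; growth rescue read as CellTiterGlo luminescence.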
Menin MLL FP TR – inhibitors of human menin-MLL interaction, mutant MLL peptide | O00255 | Menin + Texas Red MLL mutant peptide, fluorescence polarization | Potency, µM (highest dose often 61.6 µM), inactives show at the top dose FP activity change, negative = inhibition, actives largely listed as inhibitors | 0.23% of 270,000 active; active = well fitted inhibition curve with a large enough effect in the polarisation, with a control signal flat, not every such curve was filed as active; inconclusive = small, poorly fitted or top-dose-only effect, or effect the other way, or a change in a side signal; inactive = no such curve, though single readings can be large or run the other way; the % refers to the polarisation; note: potency is the fitted concentration of half-maximal effect; % of control where 0% means no effect; many of its hits are not listed in these tables
FLuc counter – firefly luciferase modulation, counter-screen for miR-21 project. Potency, µM (series often up to 57.5 µM), for inactives: at the highest dose activity change, negative = inhibition, hits mostly inhibitors. 6.9% of 360,000 active. AID 588342. P08659. purified FLuc, Km substrates, luminescence inhibition;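 note: potency is the fitted concentration of half-maximal effect; plate controls were vehicle for no effect and reference inhibitor for full effect; nearly all actives have a fitted effect of over 55% in size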
Target sequence (P08659 whole entry, looked up): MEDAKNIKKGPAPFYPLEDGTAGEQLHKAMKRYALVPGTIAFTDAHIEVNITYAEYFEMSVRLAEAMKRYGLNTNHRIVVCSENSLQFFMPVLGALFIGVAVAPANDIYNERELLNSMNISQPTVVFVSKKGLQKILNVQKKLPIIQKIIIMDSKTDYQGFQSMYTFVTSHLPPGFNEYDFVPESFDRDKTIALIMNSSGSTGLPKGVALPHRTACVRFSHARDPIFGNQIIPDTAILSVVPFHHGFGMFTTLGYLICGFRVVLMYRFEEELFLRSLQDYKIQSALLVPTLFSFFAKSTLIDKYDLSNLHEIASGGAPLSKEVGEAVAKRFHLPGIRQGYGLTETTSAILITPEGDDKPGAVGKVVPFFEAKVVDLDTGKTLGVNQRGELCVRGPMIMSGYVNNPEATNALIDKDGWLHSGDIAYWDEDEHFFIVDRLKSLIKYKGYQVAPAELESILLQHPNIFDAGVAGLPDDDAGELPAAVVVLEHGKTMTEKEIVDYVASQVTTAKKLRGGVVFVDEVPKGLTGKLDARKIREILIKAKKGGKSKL
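Purified P. pyralis luciferase, 10 nM final, with Km-level 10 uM D-luciferin and 10 uM ATP in 50 mM Tris acetate pH 7.5, 10 mM Mg acetate, 0.01% Tween-20, 0.05% BSA; 6-point qHTS titration about 60 µM downward; luminescence read.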
MBNL1-CUG inh – MBNL1-poly(CUG) RNA binding inhibition; Q9NR56; TR-FRET MBNL1-His/biotin-(CUG)12 binding, 665/545 ratio; Potency, µM (titrated, usually from 57.5 µM), for inactives: at the highest dose activity change, negative = inhibition, hits mostly inhibitors; 0.036% of 280,000 active; active = well fitted inhibition curve with a large enough effect in the signal ratio, with a control signal flat, not every such curve was filed as active; inconclusive = small, poorly fitted or top-dose-only effect, or effect the other way, or a change in a side signal; inactive = no such curve, though single readings can be large or run the other way; the % refers to the signal ratio; note: potency is the fitted concentration of half-maximal effect; % is set by controls: 0 for no effect and ±100 for the full control effect
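His-tagged MBNL1 binding to biotinylated (CUG)12 RNA was measured by TR-FRET using terbium anti-His antibody (0.055 ng/ul final) and streptavidin-XL665 (5 nM final). Compounds were titrated 92 nM to 58 uM; 60 min at room temperature.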
RORg inh – ROR gamma (mouse) transcription inhibition; P51450; Drosophila S2 Gal4-RORgamma UAS-luciferase reporter, 20 h; Potency, µM (highest dose often 53.6 µM), for the others: at the top dose activity change, negative = inhibition, hits mostly inhibitors; 5.4% of 310,000 active; AID 2551; note: potency is the fitted concentration of half-maximal effect; % is set by controls: 0 for no effect and ±100 for the full control effect; nearly all actives have a fitted effect of over 60% in size
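Drosophila S2 cells stably expressing Gal4-DBD/mouse RORγ fusion under metallothionein promoter plus UAS-luciferase; compound 1 h, then 700 uM CuSO4 induction for 20 h at ambient temperature; inhibition read as reduced luminescence.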
PKM2 act – PKM2 (human) enzyme activation | Potency, µM (highest dose often 57.5 µM), inactives show at the highest dose activation, hits mostly activators | P14618 | 0.34% of 260,000 active | AID 1631 | purified PKM2, Kinase-Glo ATP luminescence, activation; response scale: 0% is enzyme alone, no compound; note: potency is the fitted concentration of half-maximal effect; % is set by controls: 0 for no effect and ±100 for the full control effect; nearly all actives have a fitted effect of over 55% in size
Target sequence (P14618 whole entry, looked up): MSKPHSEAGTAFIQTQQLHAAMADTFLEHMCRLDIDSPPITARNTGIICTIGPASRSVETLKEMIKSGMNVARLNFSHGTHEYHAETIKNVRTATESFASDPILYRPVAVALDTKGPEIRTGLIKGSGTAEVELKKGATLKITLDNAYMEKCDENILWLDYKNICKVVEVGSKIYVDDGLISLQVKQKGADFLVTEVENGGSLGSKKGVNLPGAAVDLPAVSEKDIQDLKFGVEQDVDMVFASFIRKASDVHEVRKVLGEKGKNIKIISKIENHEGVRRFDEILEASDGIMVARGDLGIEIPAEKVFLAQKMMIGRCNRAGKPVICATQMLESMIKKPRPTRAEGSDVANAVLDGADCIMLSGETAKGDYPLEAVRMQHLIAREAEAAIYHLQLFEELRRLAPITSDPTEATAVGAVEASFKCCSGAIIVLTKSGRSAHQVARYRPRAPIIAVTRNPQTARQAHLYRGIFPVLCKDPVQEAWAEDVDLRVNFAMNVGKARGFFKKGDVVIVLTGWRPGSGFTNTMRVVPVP
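hPK-M2, >95% pure; 0.1 mM ADP / 0.5 mM PEP final; imidazole pH7.2 buffer w/ 7 mM MgCl2, 50 mM KCl; 1 h RT; Kinase-Glo lum. Intermediate enzyme activity for dual inhibitor/activator qHTS.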
KCNH2 3.1 inh – KCNH2 3.1 (human) potassium channel inhibition | U2OS KCNH2 3.1, thallium flux FluxOr; hits give low values | activity change, % (tested at about 1.8 µM) | 0.95% of 340,000 active | AID 720553;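 active = maximum activity change below -70%; inconclusive = maximum activity change from -70% to -50%; inactive = maximum activity change above -50%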;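 note: thallium influx rate constant from kinetic fluorescence after stimulation buffer; % is set by controls: 0 for no effect and ±100 for the full control effect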
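Virally transduced U2OS (3.1 isoform, 4 h infection in dark at RT) → overnight 37 C → FluxOr + Red40 in HBSS/HEPES, 45 min → stimulation buffer, 2 min kinetic read → rate constant vs DMSO controls.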
ELG1 DNA repair – ELG1-dependent DNA repair inhibition; HEK293T ELG1-luciferase reporter, luminescence, 16 h; DNA damage induced by 5-fluorouridine; Potency, µM (series often up to 46.1 µM), inactives show at the top dose activity change, negative = inhibition, usual class: inhibitors; 2.3% of 330,000 active; note: potency is the fitted concentration of half-maximal effect; % is set by controls: 0 for no effect and ±100 for the full control effect; nearly all actives have a fitted effect of over 55% in size
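Cells (2,000 per well) received 5-fluorouridine plus test compound or DMSO and were incubated 16 hr at 37 °C, 5% CO2. Luciferase activity was read by luminescence 30 min after ONE-Glo addition; signal suppression marked inhibition of damage-induced ELG1 function.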
* marks the source's active call; other numbers are inactive results; ? = inconclusive; / = no result given; [ ] = another dose, or the depositor's remark. Unless noted, calls come from the whole dose curve; as a rule, active = well fitted curve in the direction sought with a large enough effect; inconclusive = small, poorly fitted or top-dose-only effect, or another doubt; inactive = no such curve, though single readings can be large; an effect the other way counts as inactive or inconclusive. An excerpt; count on the stated rates, not on these rows.

SMILES	VP16 counter	Rab9 prom act	NPC1 promoter act	Mito fusion act	Menin MLL FP TR	FLuc counter	MBNL1-CUG inh	RORg inh	PKM2 act	KCNH2 3.1 inh	ELG1 DNA repair
O=C(NC1CCCCC1)C(c1ccccn1)N(C(=O)Cc1cccs1)c1ccc(Cl)cc1 (stereo not given)	-3%	0%	1%	3%	?	0%	-1%	33%	1%	9	-2%
Cc1nc(N2CCN(c3ccccc3F)CC2)[nH]c(=O)c1C	4%	0%	-4%	3%	23%	0%	-1%	10%	0%	4	0%
O=C(CSc1nc2ncccc2[nH]1)Nc1ccc2c(c1)OCCO2	-6%[0.365 µM]	5%	11%	-3%	-3%	15µM*	1%	19%	2%	8	?
CC1CCCCN1C(=O)CNCc1ccc(F)cc1 (stereo not given)	10%	8%[1.84 µM]	15%	8%	-1%	-17%	-6%	15%	/	9	?
Cc1cccn2cc(CCNS(=O)(=O)c3ccc([N+](=O)[O-])cc3)nc12	?	4%	0%	-12%	-9%	-1%	?	9%	-1%	34	-10%
COc1ccc(-c2ccc(C(=O)O)c(=O)[nH]2)cc1	0%	24%	1%	6%	-16%	-3%	2%	-43%	/	1	7%
Cn1cnnc1SCC(=O)Nc1nc(-c2ccccc2)cs1	-1%	?	-1%	-5%	27%	?	6%	?	1%	0	16%
COc1ccc(C(=O)N2CCCC2(C#N)c2ccccc2)cc1[N+](=O)[O-] (stereo not given)	10%	-14%	-2%	7%	-8%	-3%	?	?	/	16	-29%
O=C1NC(=O)C2C1C(c1ccc([N+](=O)[O-])cc1)=NN2Cc1ccccc1 (stereo not given)	-2%	-3%	1%	5%	?	-3%	?	34%	0%	-12	-9%
CNC(=O)c1cccc(NC(=O)CCCNC(=O)c2ccc(Cl)cc2)c1	1%	-8%	2%	2%	5%	1%	-4%	-36%	-6%	5	?
COc1ccc(N2CCN(C(=O)c3ccc(-c4ccccc4)cc3)CC2)cc1	-5%	0%	-1%	0%	3%	1%	-4%	25%	/	-13	3%
CCOCCCNC(=O)CN1C(=O)COc2ccc(S(=O)(=O)N3CCC(C)CC3)cc21	-1%	-1%	-1%	0%	/	-1%	-1%	-7%	/	14	?
CCC1CCCCN1C(=O)c1cc(COc2ccc(-n3cncn3)cc2)on1 (stereo not given)	?	-3%	-5%	1%	/	3%	-1%	?	-7%	/	-2%
Cc1ccccc1Cc1c(C)nc2c(C(=O)NCc3ccc4c(c3)OCO4)cnn2c1C	-11%	0%	-4%	7%	-7%	0%	0%	-9%	0%	-3	-10%
COc1ccc(C(=O)NN(c2ccccc2)c2ccccc2)cc1	0%	3%	-1%	0%	-23%	0%	6%	-14%	-6%	2	-2%
Cc1c(NC(=O)c2ccc(N(C)S(C)(=O)=O)cc2)c(=O)n(-c2ccccc2)n1C	-15%	1%	0%	-4%	8%	0%	1%	-1%	-36%	-1	-9%
Cc1ccc(-c2noc(C3CCN(C(=O)Nc4ccc(C#N)cc4)CC3)n2)o1	1%	-5%	1%	3%	-3%	-2%	-4%	14%[10 µM]	2%	2	26µM*
COc1ccc(C(=O)/C=C/Nc2ccc([N+](=O)[O-])cc2C)c(OC)c1	-28%	26%	17%	-1%	11%	?	-4%	-7%	3%	12	23%
OC(COC(c1ccccc1)c1ccccc1)CN1CCc2ccccc2C1 (stereo not given)	7%	-4%	-1%	-3%	-9%	5%	-4%	?	-4%	?	3%
C=CCNc1nc(NCc2ccccc2)nc(OCC)n1	?	9%	-1%	-10%	-9%	0%	3%	?	-2%[11.5 µM]	0	14%
Cc1ccc(C)c(CN2C(=O)C3CCCN3c3ccc(C#N)cc32)c1 (stereo not given)	4%	-1%	0%	7%	-11%	3%	4%	-29%	1%	-16	-2%
CCOC(=O)N1CCN(C(=O)c2noc(C(C)C)c2[N+](=O)[O-])CC1	-4%	-5%	-4%	-5%	5%	1%	41%[activator]	-12%	-2%	12	0%
CCOC(=O)Nc1c(O)ccc2oc(C)c(-c3ccccc3)c12	-20%	9%	1%	1%	-8%	14%	-5%	14%	6%	28	?
Nc1cc(C(=O)OCC(=O)NNC(=O)c2cccs2)ccc1Cl	/	-6%	-3%	-3%	/	1%	/	/	/	-4	1%
O=C(CSCc1ccccc1)Nc1ccc(F)c(F)c1	-2%	?	24%	11%	25%	17µM*	0%	1%	-2%	-4	?

Carrying on:
SMILES	VP16 counter	Rab9 prom act	NPC1 promoter act	Mito fusion act	Menin MLL FP TR	FLuc counter	MBNL1-CUG inh	RORg inh	PKM2 act	KCNH2 3.1 inh	ELG1 DNA repair
COc1ccc(C2(C(=O)NC3CCCCC3)CCOCC2)cc1OC	0%	-3%	0%	-1%	/	3%	1%	33%	-5%	17	14%
C=CCn1c(SCc2cc(=O)n3cc(C)ccc3n2)nnc1-c1ccc(F)cc1	-6%	2%	-1%	3%	4%	3%	29%	?	2%	3	-3%
O=C(NCCCN1CCOCC1)c1c(F)c(F)c(F)c(F)c1F	0%	3%	-1%	-1%	-8%	1%	-4%	4%	-5%	/	-1%
O=C1c2ccccc2C(=O)N1CCOc1cccc(Br)c1	22%	?	28%	2%	/	11µM*	4%	40%	-6%	4	?
CCn1c(CCNC(=O)c2ccc(F)cc2)nc2ccccc21	?	7%	-1%	9%	26%	-2%	-10%	4%	8%	3	-10%
COC(=O)c1nc(N)sc1C(C)C	-1%	-6%	-6%	-2%	4%	5%	-3%	-27%	7%	-7	-5%
COc1ccc(C2=CC(=O)C[C@H](c3ccc4c(c3)OCO4)C2)cn1	/	-8%	-1%	11%	/	-5%	/	/	/	22	?
CSc1nnc(-c2cccc(C)c2)n1N	-5%	1%	-2%	0%	/	6%	2%	7%	0%	/	2%
COc1cc(/C=N/NC(=O)C(Cc2c[nH]c3ccccc23)NC(=O)OCC(C)C)cc([N+](=O)[O-])c1O (stereo not given)	1%	0%	2%	-2%	?	-17%	/	13%	3%	5	4%
Cc1cc(OC(=O)c2ccc(F)cc2)c([N+](=O)[O-])c(=O)[nH]1	3%	-3%	-3%	-1%	/	1%	-5%	7%	/	-4	13%
CC(=O)Nc1sc2c(c1C#N)CCCC2	?	/	/	5%	-6%	3%	-9%	12%	2%	-6	/
Cc1ccc(-c2nnc(SCC(=O)N/N=C/c3cccs3)n2-c2ccc(C)cc2)cc1	?	-6%	-1%	-2%	-13%	3%	?	18µM*	-5%	-24	?
CCOC(=O)C1(Cc2ccc(OC)cc2)CCN(S(C)(=O)=O)CC1	0%	-4%	-3%	6%	-15%	?	-1%	33%	5%	7	-19%
COc1ccc(CCNc2nc(-c3ccc(F)cc3)c(CC(=O)O)s2)cc1OC	-15%	-6%	3%	-3%	1%	?	12%	43%	-8%	-8	-1%
CCC(Sc1nc(C)cc(=O)[nH]1)C(=O)Nc1nc2c(s1)CCCC2 (stereo not given)	-8%	0%	7%	-1%	18%	-14%	-10%	22%	8%	14	4%
COc1cc(OC)cc(C(=O)N[C@H](C(=O)NCc2ccc(F)cc2)C(C)C)c1	0%	-4%	0%	-5%	-18%	1%	-5%	2%	/	3	?
CSc1nnc(C(C)c2ncc(C(F)(F)F)cc2Cl)n1C (stereo not given)	17%	-34%[inhibitor]	-1%	-15%	1%	0%	-11%	-19%	0%	-19	-8%
O=C(COC(=O)c1ccc(NS(=O)(=O)c2cccs2)cc1O)Nc1nc2ccccc2s1	5%	-1%	-2%	-1%	?	?	12%	30%	-2%	-4	-6%
Cc1[nH]n(C2=NCCS2)c(=O)c1N=Nc1cccc(C(F)(F)F)c1	0.63µM*	-44%[inhibitor]	-28%	21%	?	-16%	6%	0.28µM*	-4%	18	2.9µM*
O=C(O)c1ccccc1NC(=O)c1ccccc1-c1ccccc1C(=O)O	0%	13%	-2%	-1%	6%	-3%	-7%	-14%	-1%[11.5 µM]	21	8%
COCCCN(C(=S)Nc1ccc(OC)cc1)C(C)c1ccncc1 (stereo not given)	-2%	-6%	-3%	-3%	21%	0%	1%	-11%	5%	20	-4%
COCCNC(=O)CCC(=O)NNc1nc2ccccc2c2nc(-c3ccccc3)nn12	-3%	-3%	0%	7%	-9%	?	9%	0%	7%	3	-1%
Cc1ccc(N2CCC(N3CCN(C4CCCCC4)C(CCO)C3)CC2)cc1 (stereo not given)	-5%	2%	4%	-9%	0%	-2%	2%	13%	-2%	/	11%
CCOC(=O)N1CCC(NC(=O)c2cc(C(=O)NC3CCN(Cc4ccccc4)CC3)ccc2CO)CC1	-10%	-2%	-5%	-6%[9.22 µM]	-19%	-4%	-1%	2%	-9%	-7	15%

Assay outcomes deposited in PubChem BioAssay by National Center for Advancing Translational Sciences (NCATS).
